# Yeast superoxide: lowers age-related superoxide in aged yeast cells. S. cerevisiae aged cells, superoxide DHE fluorescence; hits give low values. superoxide response (% of plate mean), % at 10 µM. 330,000 compounds, 0.18% hits;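 active = superoxide response under a set limit, about three screen SD below normal, cut at about 65% in these data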;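 also: yeast aged for seven days with compound at 30 °C before DHE staining; 100% = average MFI of all compound-treated wells on the plate with controls excluded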
# GLD-1 RNA inh: GLD-1-TGE RNA interaction inhibition (C. elegans); Q17339; purified GLD-1 + fluorescein TGE RNA, fluorescence polarization; inhibition, % at 5.96 µM; 320,000 compounds, 0.44% hits;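 active = percent inhibition above a per-plate cutoff, the plate mean of test compounds plus 3 SD, cut at about 30% in these data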;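 also: 0% = DMSO wells with GLD-1 and probe and 100% = wells lacking GLD-1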
# ZTA counter: counter-screen for EBNA-1 inhibitors: inhibitors of Epstein-Barr virus ZTA. ZTA-DNA binding, fluorescence polarization. inhibition, % at 11 µM. 320,000 compounds, 0.15% hits; in the data active = inhibition above about 33%
# Target sequence (P03206 whole entry, looked up): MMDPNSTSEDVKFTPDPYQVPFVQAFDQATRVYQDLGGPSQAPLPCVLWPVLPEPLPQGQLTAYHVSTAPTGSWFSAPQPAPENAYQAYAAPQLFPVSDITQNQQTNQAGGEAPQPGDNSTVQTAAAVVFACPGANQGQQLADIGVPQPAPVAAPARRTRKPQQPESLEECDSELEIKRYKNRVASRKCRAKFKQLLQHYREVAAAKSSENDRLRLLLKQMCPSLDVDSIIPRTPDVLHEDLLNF
# Fam108B counter: blocks mouse Fam108B hydrolase in RBBP9 counter-screen; recombinant Fam108B, FP-Rh probe fluorescence polarization; inhibition, % at 9.51 µM; 300,000 compounds, 0.33% hits;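 active = inhibition above the screen mean inhibition plus 3 SD, computed separately per campaign, cut at about 18% in these data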;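 also: inhibitors lower polarization as less probe binds the enzyme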
# MEX-5 binding: C. elegans MEX-5 TCR-2 RNA binding activity. MEX-5/FITC-TCR2 RNA binding, fluorescence polarization; hits give low values. activity score (negative = inhibition of binding), % at 10 µM. 300,000 compounds, 0.38% hits. Q9XUB2;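 active = inhibition past about -25% in most replicates, and total fluorescence under double the plate's negative control median, limit read from the data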;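 also: 0% = DMSO and -100% = 5 µM competing unlabeled TCR2 RNA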
# MCL1 BIM primary: disrupts human MCL1 binding to BIM-BH3 peptide; Q07820; AID 2057; inhibition, % at 10.9 µM; GST-MCL1 / FITC-Bim-BH3 fluorescence polarization; 320,000 compounds, 0.68% hits;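 active = inhibition above the mean inhibition of all tested compounds plus 3 SD, set per campaign, cut at about 40% in these data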;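 also: 0% = DMSO wells and 100% = unlabeled Bim-BH3 peptide control; higher means more loss of mP so more displacement of Bim peptide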
# Target sequence (Q07820 whole entry, looked up): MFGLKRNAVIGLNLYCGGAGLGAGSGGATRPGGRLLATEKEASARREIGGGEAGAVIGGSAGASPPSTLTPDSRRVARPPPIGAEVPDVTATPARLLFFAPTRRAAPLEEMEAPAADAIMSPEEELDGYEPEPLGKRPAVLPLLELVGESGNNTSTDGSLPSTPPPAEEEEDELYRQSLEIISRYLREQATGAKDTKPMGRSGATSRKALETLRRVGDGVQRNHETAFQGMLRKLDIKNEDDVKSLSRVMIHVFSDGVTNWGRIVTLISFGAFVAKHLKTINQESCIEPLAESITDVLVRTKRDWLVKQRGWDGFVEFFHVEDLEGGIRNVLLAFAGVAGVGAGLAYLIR
# Bcl-xL primary: blocks human Bcl-xL binding to Bim BH3 peptide | GST-Bcl-xL / FITC-Bim BH3 peptide fluorescence polarization | Q07817 | inhibition, % at 10.9 µM | 320,000 compounds, 0.7% hits;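 active = inhibition above the mean of all tested compounds plus 3 SD, cutoff set per campaign, cut at about 30% in these data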;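 also: 0% = DMSO wells and 100% = unlabeled Bim-BH3 peptide competitor; inhibitors lower millipolarization by displacing the labeled peptide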
# Target sequence (Q07817 whole entry, looked up): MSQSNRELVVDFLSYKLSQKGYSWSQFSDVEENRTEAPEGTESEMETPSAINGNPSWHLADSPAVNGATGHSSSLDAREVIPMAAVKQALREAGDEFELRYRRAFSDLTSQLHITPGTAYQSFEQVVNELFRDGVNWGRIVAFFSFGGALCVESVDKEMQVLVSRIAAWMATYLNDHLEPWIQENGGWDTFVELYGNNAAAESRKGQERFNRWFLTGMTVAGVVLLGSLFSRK
# Efflux pump inh: inhibitors of Candida antifungal efflux pumps expressed in yeast | S. cerevisiae Candida pump triplex, Nile Red efflux | inhibition, % at 10 µM | 330,000 compounds, 0.44% hits | AID 485275;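 active = plate passing quality check with inhibition over a set limit, or well fluorescence over plate mean plus 4 SD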;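 also: Nile Red retained in pooled yeast measured as flow cytometry median fluorescence; 0% = buffer negative control and 100% = Enniatin B positive control; higher means more Nile Red kept so more efflux inhibition; some compounds called inactive have numbers as strong as hits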
# EBNA-1 inh: blocks EBNA-1 binding to DNA; EBNA-1 DNA binding, fluorescence polarization; inhibition, % at 14.8 µM; 300,000 compounds, 0.34% hits; in the data active = inhibition above about 28%
# * = called active by the depositor; / = no result given. Rows are unselected (roughly 2.3% active in at least one column).
SMILES,Yeast superoxide,GLD-1 RNA inh,ZTA counter,Fam108B counter,MEX-5 binding,MCL1 BIM primary,Bcl-xL primary,Efflux pump inh,EBNA-1 inh
O=C(CSc1ccc2nnc(CCNC(=O)c3ccccc3)n2n1)NCc1ccc(F)cc1,67,-5,-2,0,-2.2,2,5,-0.3,2
COc1ccc(NC(=O)CSc2nc3nc(C)cc(C)n3n2)cc1,87,0,-5,1,1.7,-3,5,-0.1,-2
O=C(NN/C(=N/S(=O)(=O)c1ccc(Cl)cc1)c1ccccc1)c1cccc(Cl)c1,91,-3,14,-2,-0.7,-1,0,-0.1,3
COc1ccc(NC(=O)CN(C)C(=O)/C=C/c2cn(-c3ccccc3)nc2-c2ccc(C)cc2)cc1,79,-5,2,-41,3.3,-9,-6,0.5*,-6
COCc1cnc(C)nc1N,90,9,11,0,-1.8,6,6,-0.1,-10
COc1ccc(NC(=O)CCn2nnc(-c3ccc(C)cc3)n2)cc1OC,93,3,-1,0,0.0,2,4,0.0,-10
COc1ccc(NC(=O)CN2c3cccc4cccc(c34)S2(=O)=O)cc1,106,10,-30,3,-1.1,9,9,-0.1,-9
COc1cc(/C=C(\C#N)c2ccccn2)ccc1OCC(=O)Nc1c(Cl)cccc1Cl,127,1,3,-13,/,-4,3,0.4,-2
COc1ccc(CC(=O)Nc2ccc(NC(=O)c3ccc(Br)cc3)cc2)cc1OC,92,-6,-4,2,-1.4,-4,-4,0.8*,-4
Cc1nnc(Sc2nc3c(c(=O)[nH]c(=O)n3C)n2CCc2ccccc2)s1,100,2,-2,0,-0.8,-4,-2,0.2,-9
CC(C)CCN1CCN=C1Nc1ccccc1,108,2,11,0,1.5,-2,-2,0.0,6
CCS(=O)(=O)Nc1cccc(C2=NN(S(=O)(=O)CC)C(c3cccs3)C2)c1 (stereo not given),108,-1,15,-4,1.4,8,13,-0.1,-2
Cc1ccc(Oc2ccccc2)c(NC=O)c1,94,1,-15,-4,0.0,4,4,0.0,-2
Cc1nnsc1C(=O)NCc1c(F)cccc1Cl,116,2,-7,-4,-6.2,-6,-3,0.5,5
CCOc1cc(/C=N/NC(=O)c2cc(C)n(-c3ccc(F)cc3)c2C)ccc1O,108,4,18,5,0.7,6,5,0.2,-1
Cc1noc(C)c1S(=O)(=O)Nc1ccc(C(=O)N2CCN(c3cccc(Cl)c3)CC2)cc1,104,3,-25,6,0.3,8,6,-0.1,5

# Two records drawn at random from the list so far:
SMILES,Yeast superoxide,GLD-1 RNA inh,ZTA counter,Fam108B counter,MEX-5 binding,MCL1 BIM primary,Bcl-xL primary,Efflux pump inh,EBNA-1 inh
CCS(=O)(=O)Nc1cccc(C2=NN(S(=O)(=O)CC)C(c3cccs3)C2)c1 (stereo not given),108,-1,15,-4,1.4,8,13,-0.1,-2
CC(C)CCN1CCN=C1Nc1ccccc1,108,2,11,0,1.5,-2,-2,0.0,6

# More compounds:
SMILES,Yeast superoxide,GLD-1 RNA inh,ZTA counter,Fam108B counter,MEX-5 binding,MCL1 BIM primary,Bcl-xL primary,Efflux pump inh,EBNA-1 inh
O=C(Nc1cccc2ccccc12)N1N=CCC1c1ccccc1 (stereo not given),97,0,-2,-1,2.2,0,3,0.1,-4
CC(=O)Nc1ccc(N(C(=O)c2cnccn2)C(C(=O)NC2CCCCC2)c2ccc(O)cc2)cc1 (stereo not given),116,2,16,-2,-1.4,3,3,-0.1,-1
COc1ccc(NC(=S)N2CCC(NC(=O)c3ccc(F)cc3)CC2)cc1,88,-2,-5,0,0.8,9,5,0.1,3
CCN(CC(=O)NCc1ccc(Cl)cc1)C(=O)CNS(=O)(=O)c1ccc(NC(C)=O)cc1,100,3,10,1,-0.9,16,10,-0.1,-1
CCOC(=O)c1c(C)[nH]c(C(=O)OCC(=O)NC(C)C)c1C,96,3,3,4,3.1,7,7,0.1,5
CCCCNC(=O)NNC(=O)C1CC1(c1ccccc1)c1ccccc1 (stereo not given),98,2,2,-1,2.3,0,0,-0.1,1
COC(=O)c1cc2c(s1)-c1ccc(OC)cc1CC2,105,10,3,2,3.4,1,-2,0.3,-6
Cc1nn(CCc2n[nH]c(=S)n2-c2ccc(F)cc2)c(C)c1[N+](=O)[O-],97,6,6,-1,-1.2,-14,-4,-0.2,8
O=c1cc(CO)occ1OCc1cccc(F)c1,96,10,-4,1,0.6,-1,0,0.0,-1
CCOC(=O)[C@@H]1[C@H]2COc3ccc(Br)cc3[C@@H]2N2C(=O)N(c3cccc(F)c3)C(=O)[C@@]12C,93,-2,-4,-5,0.9,7,7,0.0,13
CC(NCc1ccc(F)cc1)C(=O)NC1CCCCC1 (stereo not given),99,1,-3,0,-1.5,9,6,0.2,4
O=C(Oc1ccccc1)c1cccnc1Oc1ccccc1,103,7,3,5,0.3,5,3,-0.1,-7
Cc1ccc(C(=O)C2C(=O)c3ccccc3C2=O)cc1,114,-2,-9,0,0.4,-1,4,1.2,1
Cc1cccc(Nc2c(-c3ccc(O)cc3)nc3ncccn23)c1,103,-7,7,-5,-1.3,-2,-2,0.3,-18
CN(c1ccccc1)S(=O)(=O)c1ccc(NC(=S)NC(=O)C2CC2)cc1,105,-1,11,-1,0.1,8,7,-1.2,-1
O=C(c1cnn(C(=O)c2ccccc2)c1)c1ccccc1O,100,-1,0,7,-2.3,10,-3,0.0,4
O=C(Nc1ccccc1)c1cc(-n2cnnc2)ccc1Cl,99,6,2,-1,-2.8,-1,-1,-0.1,10
Cc1nnc2n1N=C(c1ccc(OC(F)F)cc1)C(C)S2 (stereo not given),108,-2,6,1,0.2,-7,-3,0.1,8
Nc1nc2nn(-c3ccccc3)nc2c(=O)[nH]1,87,4,-6,-1,-0.3,-3,0,-0.1,6
CCCCc1c(O)nc(SCC(=O)N2CCOCC2)n(-c2ccc(OC)cc2)c1=O,115,-4,0,0,0.3,0,0,0.0,-1
COc1ccc(CCNS(=O)(=O)c2ccc3c(c2)NC(=O)CO3)cc1OC,94,1,6,1,1.9,3,-2,0.1,9
Cc1ccc(/C=C/c2nc3sc(C(=O)O)c(C)c3c(=O)[nH]2)cc1[N+](=O)[O-],114,-8,3,-1,1.1,19,8,0.2,-3
O=C(CNS(=O)(=O)c1ccc(F)cc1)N1CCN(c2ccc(F)cc2)CC1,100,4,12,2,-1.1,4,4,-0.1,12
COc1ccc(OCC(=O)O/N=C(\N)c2ccc(OC)cc2)cc1,88,4,-6,2,-1.8,-2,3,0.0,6

# Sorted by number of heavy atoms (low to high): 5 of the compounds above.
SMILES,Yeast superoxide,GLD-1 RNA inh,ZTA counter,Fam108B counter,MEX-5 binding,MCL1 BIM primary,Bcl-xL primary,Efflux pump inh,EBNA-1 inh
Nc1nc2nn(-c3ccccc3)nc2c(=O)[nH]1,87,4,-6,-1,-0.3,-3,0,-0.1,6
Cc1nnc2n1N=C(c1ccc(OC(F)F)cc1)C(C)S2 (stereo not given),108,-2,6,1,0.2,-7,-3,0.1,8
COc1ccc(OCC(=O)O/N=C(\N)c2ccc(OC)cc2)cc1,88,4,-6,2,-1.8,-2,3,0.0,6
Cc1ccc(/C=C/c2nc3sc(C(=O)O)c(C)c3c(=O)[nH]2)cc1[N+](=O)[O-],114,-8,3,-1,1.1,19,8,0.2,-3
COc1ccc(CCNS(=O)(=O)c2ccc3c(c2)NC(=O)CO3)cc1OC,94,1,6,1,1.9,3,-2,0.1,9

# Later entries:
SMILES,Yeast superoxide,GLD-1 RNA inh,ZTA counter,Fam108B counter,MEX-5 binding,MCL1 BIM primary,Bcl-xL primary,Efflux pump inh,EBNA-1 inh
COc1cc(CNC(C)(C)CO)cc(Br)c1OCc1ccc(Cl)cc1Cl,113,5,-18,2,1.4,4,0,-19,-9
Cc1c(Cl)cccc1NC(=S)N1CCc2ccccc2C1,75,-2,9,-1,1.6,9,4,0.2,4
CNc1nc2c(-c3ccc(Cl)cc3)nnn2c2ccccc12,105,-6,3,3,-3.3,10,1,0.0,11
CCOc1ccccc1OCC(=O)NNC(=O)Cn1cnc2c1c(=O)n(C)c(=O)n2C,95,6,4,-3,7.4,5,3,0.2,-11
Cc1ccc(S(=O)(=O)N2CCN=C2SC(C)c2ccccc2)cc1 (stereo not given),88,3,5,-1,2.0,2,4,-0.1,11
CC(=O)OCC(=O)Nc1c(C)cc(C)cc1C,93,16,-3,-5,-0.7,2,3,0.0,2
Cc1nc2cc(C(=O)O)ccc2n1C1CCCCC1,105,2,-3,3,-1.9,5,0,0.1,0
COc1ccccc1NC(=O)c1ccc(NC(=O)COC(=O)c2ccc(O)cc2)cc1,106,3,3,/,/,-8,-1,-0.2,/
O=C(O)CCCNC(=O)Nc1ccccc1,/,-7,-6,2,-1.2,4,3,/,-4
Cc1ccsc1C(=O)N1CC(=O)Nc2ccccc21,99,-1,1,2,-3.2,5,2,0.1,-12
CCC(c1nnnn1Cc1ccccc1)N1CCN(C(=O)c2ccco2)CC1 (stereo not given),98,-2,-2,-2,0.1,2,7,-0.1,8
NS(=O)(=O)c1ccc(NC(=O)Nc2ccc(S(N)(=O)=O)cc2)cc1,94,-8,-4,-6,-0.3,-2,-1,0.2,4
COc1cc(C2c3c(oc4c(C)cc(C)cc4c3=O)C(=O)N2Cc2cccnc2)ccc1O (stereo not given),98,0,-1,4,-1.2,2,3,0.4,-14
Cc1ccc(-c2cn(CCC(=O)O)c(-c3ccc(Cl)nc3)n2)cc1,104,5,5,0,/,5,6,-0.2,-5
O=C(CNC(=O)c1ccc(F)cc1)c1ccccc1,95,2,8,1,-1.4,-6,-1,0.0,-2
O=C(CSc1ccccc1)NC1=NCCS1,97,-3,-6,1,-4.1,1,-2,-0.1,-4

# A few values from the results shown:
# Cc1ccc(-c2cn(CCC(=O)O)c(-c3ccc(Cl)nc3)n2)cc1 | ZTA counter: 5
# COc1cc(C2c3c(oc4c(C)cc(C)cc4c3=O)C(=O)N2Cc2cccnc2)ccc1O (stereo not given) | GLD-1 RNA inh: 0
# CCC(c1nnnn1Cc1ccccc1)N1CCN(C(=O)c2ccco2)CC1 (stereo not given) | GLD-1 RNA inh: -2
# O=C(CSc1ccccc1)NC1=NCCS1 | ZTA counter: -6
# O=C(CNC(=O)c1ccc(F)cc1)c1ccccc1 | Bcl-xL primary: -1

# Other records
SMILES,Yeast superoxide,GLD-1 RNA inh,ZTA counter,Fam108B counter,MEX-5 binding,MCL1 BIM primary,Bcl-xL primary,Efflux pump inh,EBNA-1 inh
CCCN(CCC)C(C)C(=O)NCC1(c2ccccc2)CCCC1 (stereo not given),94,3,0,-3,0.7,-4,4,0.0,-5
Cc1nc([N+](=O)[O-])cn1Cc1cccc([N+](=O)[O-])c1,109,-1,-2,4,-3.2,5,3,0.0,-1
O=C(NCCCN1CCOCC1)C1Cc2c(ccc3ccccc23)O1 (stereo not given),114,-12,8,1,-3.6,-3,2,0.0,-5
O=C1CC(N2CCSCC2)C(=O)N1c1cccc(Br)c1 (stereo not given),99,0,-9,2,-1.7,-4,3,-0.1,17
CCOC(=O)C1CCCN(c2cc(NCCCO)c([N+](=O)[O-])c3nonc23)C1 (stereo not given),108,3,-1,3,-3.6,11,4,-0.2,7
CC(Sc1nncn1-c1ccccc1)C(=O)Nc1cccc([N+](=O)[O-])c1 (stereo not given),104,4,-13,5,/,1,1,0.0,-1
Cc1cc(C)c2nc(SCC(=O)N3CC(=O)Nc4ccccc43)c(C#N)cc2c1,99,-10,18,-26,-8.8,2,5,-0.1,6
Cc1ccc(CNC(=O)CN(c2cccc([N+](=O)[O-])c2)S(=O)(=O)c2ccccc2)cc1,105,-3,11,4,0.9,7,5,0.3,0
COc1ccc2c(c1)nc(SCC(O)c1ccccc1)n2C (stereo not given),99,-7,6,0,4.0,2,2,-0.1,0

# High-throughput results deposited in PubChem BioAssay by several laboratories.
